# Menin MLL FP TR: inhibitors of human menin-MLL interaction, mutant MLL peptide. O00255. Menin + Texas Red MLL mutant peptide, fluorescence polarization. Potency, µM (top dose mostly 61.6 µM), for inactives: top-dose FP activity change, negative = inhibition, hits mostly inhibitors. 270,000 tested, 0.23% active. AID 1768; active = well fitted inhibition curve with a large enough effect in the polarisation, with a control signal flat, not every such curve was filed as active; inconclusive = small, poorly fitted or top-dose-only effect, or effect the other way, or a change in a side signal; inactive = no such curve, though single readings can be large or run the other way; the % refers to the polarisation; also: potency is read from the fitted curve at half-maximal effect; % of control where 0% means no effect; many of its hits are not listed in these tables
# FBPA coupling cs: coupling enzyme interference in Giardia aldolase counter-screen | coupling enzyme system counterscreen, AmpLite Red fluorescence | activity change, negative = inhibition, % at 58.2 µM, hits read low | 290,000 tested, 0.67% active; in the data active = activity change below about -30%; also: % is scaled to controls: 0 for no effect and ±100 for the full control effect
#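 First, compound is pin-transferred into glyceraldehyde-3-phosphate coupling-enzyme reagent at 57.5 uM final and held 10 min at RT. Next, substrate, coupling system and AmpLite Red are added. After 20 min RT, fluorescence (525/598 nm) is read.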
# PKM2 activator: PKM2 (human) enzyme activation | purified PKM2, Kinase-Glo ATP luminescence, activation; response scale: 0% is enzyme alone, no compound | Potency, µM (series often up to 57.5 µM), for inactives: at the top dose activation, usual class: activators | 260,000 tested, 0.34% active | AID 1631; also: potency is read from the fitted curve at half-maximal effect; % is scaled to controls: 0 for no effect and ±100 for the full control effect; nearly all actives have a fitted effect of over 55% in size
#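 ATP formation by purified human PK-M2, quantified via coupled luciferase luminescence after 1 h at room temperature with 0.1 mM ADP and 0.5 mM PEP final.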
# GALK inh: galactokinase (human) inhibition | AID 1868 | Potency, µM (top dose mostly 57.5 µM), for the others: top-dose activity change, negative = inhibition, actives largely listed as inhibitors | 270,000 tested, 0.007% active | P51570 | Purified GALK, Kinase-Glo residual ATP luminescence; also: potency is read from the fitted curve at half-maximal effect; % is scaled to controls: 0 for no effect and ±100 for the full control effect
# Target sequence (P51570 whole entry, looked up): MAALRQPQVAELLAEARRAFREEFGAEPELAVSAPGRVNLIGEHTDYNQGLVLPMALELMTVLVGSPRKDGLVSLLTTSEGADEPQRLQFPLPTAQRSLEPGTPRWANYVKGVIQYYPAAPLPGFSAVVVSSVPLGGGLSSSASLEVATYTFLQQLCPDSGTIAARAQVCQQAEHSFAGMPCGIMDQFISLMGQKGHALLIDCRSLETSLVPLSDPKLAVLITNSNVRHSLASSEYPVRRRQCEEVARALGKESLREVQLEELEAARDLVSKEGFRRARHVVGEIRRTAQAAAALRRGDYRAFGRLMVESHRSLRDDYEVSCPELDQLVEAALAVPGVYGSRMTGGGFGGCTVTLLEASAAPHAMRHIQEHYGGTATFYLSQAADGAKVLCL
#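 Kinase-Glo Plus luminescence measured ATP left after a 1 h room-temperature reaction. The reaction used 5 nM GALK, 100 uM galactose and 35 uM ATP at pH 8.0 (20 mM HEPES, 5 mM MgCl2, 60 mM NaCl, 1 mM DTT, 0.01% BSA).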
# Tb PFK block: blocks T. brucei phosphofructokinase. O15648. T. brucei PFK, ADP-Glo luminescence. Potency, µM (highest dose often 57.5 µM), for the others: at the top dose activity, negative = inhibition, usual class: inhibitors. 330,000 tested, 0.17% active. AID 485367;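 also: potency is read from the fitted curve at half-maximal effect; 0% = uninhibited 1x PFK enzyme wells and -100% = no-enzyme wells; nearly all actives have a fitted effect of over 60% in size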
#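 ADP-Glo luminescence quantified ADP after 45 min at room temperature, with 1.25 nM T. brucei PFK, 0.1 mM ATP and 0.5 mM fructose-6-phosphate in pH 8.0 TEA buffer. qHTS titrations up to 57 µM; curves classified by quality.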
# Integrin act MD: activators of alpha7 integrin expression for muscular dystrophy; AID 624291; 350,000 tested, 0.064% active; Potency, µM (titrated, usually from 38.3 µM), for inactives: at the highest dose activation, actives largely listed as activators; alpha7betagal myoblasts, beta-gal FDG fluorescence, 48 h;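 also: potency is read from the fitted curve at half-maximal effect; 100% = response of the positive control SU9516; nearly all actives have a fitted effect of over 60% in size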
#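 alpha7betagal+/- myoblasts (passage 13, 250/well) treated 48 h at 37C with compounds at 1:260 dilution of DMSO stock. Lysed, then beta-galactosidase activity read as FDG fluorescence (ex 480/em 540) after 30 min, with pre-read for autofluorescence.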
# BCR signal inh: chronic active BCR signaling inhibition | ABC-DLBCL IkBa-CBG/CBR reporter, luminescence ratio, 4 h | Potency, µM (doses to about 46.1 µM), without a hit: top-dose ratio change, negative = lower green/red ratio, most hits filed as inhibitors | 340,000 tested, 0.05% active | AID 493014; active = well fitted inhibition curve with a large enough effect in the signal ratio, with a control signal flat, not every such curve was filed as active; inconclusive = small, poorly fitted or top-dose-only effect, or effect the other way, or a change in a side signal; the % refers to the signal ratio;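 also: potency is read from the fitted curve at half-maximal effect; plate controls were basal doxycycline-induced cells for no effect and cells given 10 µM MG132 for full effect; MG132 reads +100%, hits lower the ratio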
#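 Compounds up to 46 uM were incubated four hours with TMD8 cells whose green CBG68 luciferase is fused to IkappaBalpha; red CBR luminescence normalised the signal, and concentration-effect curves were fitted to fusion, red and ratio data.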
# TSG101-PTAP inh: blocks PTAP/TSG101 interaction to inhibit HIV-1 budding. Potency, µM (doses to about 115 µM), for the others: at the top dose activity change, negative = inhibition, usual class: inhibitors. Fluorescence polarization, FITC-PTAP peptide / Tsg101 binding. 340,000 tested, under 10 active. AID 493005. Q99816; active = well fitted inhibition curve with a large enough effect in the main read-out, with a control signal flat, not every such curve was filed as active; inconclusive = small, poorly fitted or top-dose-only effect, or effect the other way, or a change in a side signal; inactive = no such curve, though single readings can be large or run the other way; also: potency is read from the fitted curve at half-maximal effect; % of control where 0% means no effect
#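 Tsg101 binding domain (10 uM final) was mixed with compound and a FITC-labeled PTAP peptide (50 nM final) in HEPES pH 7.5 buffer with NaCl, Tween 20, EDTA and TCEP; fluorescence polarization was read after 20 min at r.t.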
# B2AR arrestin: beta2AR (human) beta-arrestin recruitment activity; 330,000 tested, 0.02% active; AID 492947; Potency, µM (highest dose often 46.1 µM), inactives show at the top dose activation, most hits filed as activators; beta-arrestin recruitment to beta2AR, cell-based reporter;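 also: potency is read from the fitted curve at half-maximal effect; 0% = DMSO controls and full agonism = EC100 isoproterenol or metaproterenol; nearly all actives have a fitted effect of over 65% in size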
# Target sequence (P07550 whole entry, looked up): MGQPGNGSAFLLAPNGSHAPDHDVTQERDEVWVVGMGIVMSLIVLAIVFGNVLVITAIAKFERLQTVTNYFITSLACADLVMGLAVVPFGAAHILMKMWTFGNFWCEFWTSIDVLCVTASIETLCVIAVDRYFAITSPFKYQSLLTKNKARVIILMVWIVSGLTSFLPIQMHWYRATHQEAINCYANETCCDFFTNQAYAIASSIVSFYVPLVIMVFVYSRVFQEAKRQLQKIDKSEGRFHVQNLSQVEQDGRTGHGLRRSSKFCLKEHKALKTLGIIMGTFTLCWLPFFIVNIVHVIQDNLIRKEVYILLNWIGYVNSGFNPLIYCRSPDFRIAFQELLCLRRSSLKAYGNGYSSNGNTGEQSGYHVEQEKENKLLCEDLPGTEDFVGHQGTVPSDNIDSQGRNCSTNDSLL
# Giardia killer: kills Giardia lamblia. 340,000 tested, 0.15% active. activity change, % at 7.66 µM, hits read low. Giardia lamblia trophozoite viability; in the data active = activity change below about -80%; inconclusive = between about -30% and that limit;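 also: parasites exposed to compound for two days anaerobically before the ATP read; % is scaled to controls: 0 for no effect and ±100 for the full control effect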
#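 Each well holds 100 Giardia trophozoites and compound. After two days (48 hrs) at 37 deg C in anaerobic conditions, ATP is quantified by luminescence.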
# S-ASM inh: human S-ASM enzyme inhibition; P17405; AID 504937; placental ASM, HMU-PC fluorogenic substrate, 60 min; Potency, µM (titrated, usually from 57.5 µM), without a hit: top-dose activity change, negative = inhibition, hits mostly inhibitors; 340,000 tested, 0.006% active; also: potency is read from the fitted curve at half-maximal effect
#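 Human placenta-derived ASM preincubated with compound 10 min at room temperature, then reacted with 9 uM (final) fluorogenic HMU-PC substrate for 60 min at 37 C. Stop solution raises pH to 10; fluorescence read at Ex 386/Em 447 nm.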
# Numbers without * were called inactive; ? = inconclusive; nt = no result given; [ ] = dose if it differs, or a comment. Unless noted, calls follow the shape of the dose curve; as a rule, active = well fitted curve in the direction sought with a large enough effect; inconclusive = small, poorly fitted or top-dose-only effect, or another doubt; inactive = no such curve, though single readings can be large; an effect the other way counts as inactive or inconclusive. Some of the compounds tested (hit frequency here may not be typical).
molecule,Menin MLL FP TR,FBPA coupling cs,PKM2 activator,GALK inh,Tb PFK block,Integrin act MD,BCR signal inh,TSG101-PTAP inh,B2AR arrestin,Giardia killer,S-ASM inh
CC(C)(C)Cc1nnc(NS(=O)(=O)c2ccc([N+](=O)[O-])cc2)s1,?,7,-3%,-8%,3%,10%,8%,-1%,-1.4%,-18,6%
CC(C)CC(=O)N/C(N)=N/c1nc2ccccc2s1,6%,-3,0%,2%,3%,0%,nt,-1%,-0.5%,-9,-2%
Cc1ccc(S(=O)(=O)N(CC(=O)NCc2ccco2)Cc2ccc(F)cc2)cc1,0%,-13,1%,1%,0%,-10%,0%,-7%,1.7%,4,2%
CNC(=S)N1CCC(Cc2ccccc2)CC1,-11%,-3,2%,-4%,0%,-34%,-6%,-5%,-0.8%,10,1%
CC(=O)N1c2ccc(S(=O)(=O)N3CCCC3)cc2CC1C(=O)NCc1ccc(N(C)C)cc1 (stereo not given),nt,nt,nt,2%,1%,19%,-3%,-6%,0.0%,17,0%
S=C1N(c2ccccc2)CN(C2CCCCC2)CN1c1ccccc1,-9%,-1,-5%,-1%,-9%,3%,-9%,-10%,0.0%,3,-1%
Nc1nc(NCc2ccco2)nc(NC2CCCCC2)c1[N+](=O)[O-],nt,0,0%,-2%,-3%,10%,?,-2%,-0.4%,-1,-1%
CCCNC(=O)/C=C/c1ccc(C(C)C)cc1,-2%,0,-8%,2%,-3%,-18%,?,1%,-2.5%,-3,6%
CCN(Cc1nc2ccccc2c(=O)[nH]1)Cc1nc2ccsc2c(=O)[nH]1,2%,-16,5%,15%,-2%,-6%,?,0%,0.7%,-12,7%
O=C(c1cc(-c2ccco2)nn1-c1cccc(Cl)c1)N1CCCCC1,2%,0,?,0%,-19%,20%,5%,-8%,-0.1%,5,5%
O=S1(=O)N[C@@H](CC2=CCCCC2)C2CCCCC2O1 (stereo not given in full),0%,7,3%,nt,3%,0%,3%,-4%,-0.8%,-4,-4%
N#Cc1ccc(OCC(=O)N(C2CCCCC2)C2CCS(=O)(=O)C2)cc1 (stereo not given),nt,nt,nt,nt,0%,-9%,3%,-5%,-0.4%,-4,2%
O=C(C1CC(=O)N(C2CCCC2)C1)N1CCN(c2ccccc2)CC1 (stereo not given),nt,nt,-10%,-2%,1%,25%,6%,-1%,-0.2%,20,1%
CNC(=O)c1ccc(Oc2ccc(C(=O)NC)cc2)cc1,13%,4,-2%,-2%,4%,14%[7.66 µM],1%,1%,0.2%,-5,0%
O=C(O)CSc1cc(C(F)(F)F)nc(-c2ccccn2)n1,16%,7,-3%,-2%,5%,-21%,?,0%,0.2%,-20,-1%
CC1CC(C)CN(S(=O)(=O)N2CCCC(C(=O)NCCCN3CCCCC3C)C2)C1 (stereo not given),4%,-4,-6%,0%,-1%,-46%[inhibitor],0%,-5%,0.5%,17,7%
CCCCCNCc1ccc(Cl)cc1,2%,0,-7%,-1%,2%,2%,-3%,-2%,-0.2%,14,0%
Cc1ccccc1-n1nnc2c(=O)oc3ccccc3c21,-23%,-19,3%,0%,-2%,0%,?,-10%,?,-22,1%
O=C1CN(C(=O)COC(=O)[C@@H]2CC(O)CN2S(=O)(=O)c2ccc(Cl)cc2)c2ccccc2N1 (stereo not given in full),nt,nt,nt,nt,3%,11%,?,-3%,0.0%,15,3%
COc1cc2c(cc1NC(=O)C(C)Sc1nc3ccccc3n1C)oc1ccccc12 (stereo not given),?,1,-3%,1%,2%,-2%,0%,-8%,-2.0%,2,4%
CC(C)(C)CC(C)(C)NC(=S)N1CCN(Cc2ccc3c(c2)OCO3)CC1,-7%,-2,-11%,-1%,0%,-13%,-4%,-2%,0.3%,-6,0%
COc1ccc(C(=O)Nc2ccc(Br)cc2F)cc1S(=O)(=O)N1CCCC1,nt,nt,nt,nt,-2%,-14%,?,-3%,-0.7%,-9,-1%
Cc1ccc(N(CC(=O)NCc2ccc(F)cc2)C(=O)c2csnn2)cc1C,-20%,5,nt,2%,2%,4%,3%,1%,-0.9%,-18,-1%
COc1cc(/C=C2/CCc3ccccc3C2=O)cc(OC)c1OC,0%,-2,-5%,-1%,0%,-65%[inhibitor],?,-2%,0.0%,28,-5%
CCCCOc1ccc(NC(=O)CN2CCN(Cc3ccccc3)CC2)cc1,?,1,-2%,-7%,4%,17%,0%,0%,0.6%,-7,3%
Cc1ccc(NC(=O)c2ccccc2NC(=O)Cc2ccccc2)cc1,1%,-2,-4%,0%,1%,-12%,2%,-1%,-0.7%,0,-7%
Cc1ccc(Cn2nnc3c(=O)[nH]c(C4CCN(S(=O)(=O)c5ccccc5F)CC4)nc32)cc1,32%[activator],0,-7%,0%,3%,21%,14%,2%,-1.0%,1,-25%
CC(C)/C=N/NC(=O)c1ccc(Cl)cc1,-9%,0,0%,2%,-5%,-10%,?,-2%,0.5%,-5,3%
O=C(NCCN1C(=O)C2C3C=CC(C3)C2C1=O)Nc1cccnc1 (stereo not given),11%,2,-2%,1%,3%,9%,?,-4%,-0.5%,1,3%
C#CCOc1ccc(Cl)cc1/C=N/O,8%,3,18%,4%,-9%,?,?,-4%,-0.3%,-18,3%
Cc1[nH]n(-c2ccccc2)c(=O)c1/C=N/N(C)c1ccccc1,5%,-6,0%,2%,-10%,-5%,-1%,-3%,-0.7%,0,1%
Cc1ccc(C(=O)OCC(=O)N2CC(C)CC(C)C2)cc1S(=O)(=O)N1CCOCC1 (stereo not given),nt,nt,-8%,8%,0%,10%,-5%,-3%,0.4%,-11,9%
CCOC(=O)[C@@H]1[C@H]2COc3ccc(Br)cc3[C@@H]2N2C(=O)N(c3ccc(F)cc3)C(=O)[C@@]12C,nt,nt,nt,nt,3%,5%,-1%,-1%,0.9%,?,-1%
O=C1CN(C(=O)CSc2nc3ccccc3c(=O)n2CC2CCCO2)c2ccccc2N1 (stereo not given),10%,4,-2%,-3%,2%,0%,22%,-4%,0.2%,5,0%
Oc1ccccc1/C=N/[n+]1ccccc1,nt,2,-10%,5%,-4%,11%,-2%,-2%,0.0%,?,7%
COc1ccc(-n2c(Cc3cccn3C)nnc2SCC(=O)Nc2cccc(Cl)c2)cc1,13%,-3,5%,0%,-2%,12%,2%,-4%,-0.1%,0,-6%
CCCC(NCC(=O)Nc1ccccc1C(=O)NC1CC1)c1ccccc1 (stereo not given),nt,nt,nt,nt,5%,-6%,5%,1%,-0.8%,-9,-3%
CCOC(=O)c1c(NC(=O)CCS(=O)(=O)c2ccccc2)sc2c1CCN(C(C)C)C2,-26%,2,0%,6%,-12%,-49%[inhibitor],?,0%,-0.5%,9,144%[activator]
Cc1ccc(CNC(=O)C2CCCN2C(=O)Nc2ccc(F)cc2)cc1 (stereo not given),1%,0,2%[11.5 µM],7%,-8%,-36%,0%,-4%,-0.2%,-20,-2%
COc1cccc(-n2c(SCc3c(C)noc3C)nnc2-c2cccc(S(=O)(=O)N(C)C)c2)c1,-5%,0,-5%,0%,-2%,1%,-4%,-4%,-0.4%,10,2%
COc1cccc(CNc2nc(SC)ncc2CO)c1,4%,1,2%,1%,0%,6%,-1%,-2%,-1.7%,14,-1%
COc1ccc(-c2cc(C)no2)cc1S(=O)(=O)NCCc1ccco1,nt,nt,nt,5%,-18%,-11%,-6%,-8%,0.4%,-11,7%
c1ccc2c(-c3ccncc3)c[nH]c2c1,4%,-3,-3%,0%,-2%,17%,?,-4%,-0.4%,-25,0%
Cc1ccc(-c2cnco2)cc1,nt,1,-32%,nt,5%,-10%,0%,1%,0.4%,8,1%
CCc1ccccc1NC(=O)NC1CCCCCCC1,nt,nt,-2%,0%,0%,0%,-2%,0%,0.1%,6,-1%
Oc1cccc(C(O)CNCc2ccc(-c3ccccc3)cc2)c1 (stereo not given),?,-1,-7%,0%,-2%,?,-4%,3%,-0.5%,4,2%
Cc1cc(C)n2nc(C(=O)N3CCN(Cc4ccc5c(c4)OCO5)CC3)nc2n1,-14%,2,2%,6%,-4%,-16%,-3%,-6%,-1.0%,8,1%

# High-throughput results from PubChem BioAssay.
